Screening results (PubChem BioAssay)
HTT cytoprotect: Huntington cell model cytoprotection by ATP luminescence. PC12 HTT-Q103 induced, cytoprotection, ATP luminescence, 40 h. Potency, µM (titrated, usually from 56.4 µM), for inactives: cytoprotection (ATP increase), actives largely listed as activators. hit rate 0.14% among 230,000. AID 1471;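 note: % of control where 0% means no effect; nearly all actives have a fitted effect of over 45% in size; toxic huntingtin expression switched on by the ecdysone agonist tebufenozide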
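ATP quantification (ATPlite) reports survival of PC12 cells in which tebufenozide, 100 nM final, switches on Htt exon 1 with 103 glutamines linked to GFP; compounds are titrated.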
Tau fibril ThT: blocks human tau fibril formation measured by thioflavin T. P10636. recombinant tau K18 P301L, heparin-induced fibrillization, ThT fluorescence. Potency, µM (top dose mostly 57.4 µM), without a hit: at the top dose activity, negative = inhibition, hits mostly inhibitors. hit rate 2.1% among 270,000. AID 1460; note: % is set by controls: 0 for no effect and ±100 for the full control effect; nearly all actives have a fitted effect of over 55% in size
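Fibril formation assay: tau K18 P301L at 15 uM with trace Alexa 594 label, heparin inducer 20 uM, pH 7 sodium acetate buffer, 37 C for 6 hr; endpoint ThT signal.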
TexasRed fluor: alters Texas Red total fluorescence, flagging assay interference | TRb/SRC2 Texas Red total fluorescence interference | Potency, µM (titrated, usually from 106 µM), for inactives: top-dose fluorescence change, negative = quenching | hit rate 0.29% among 280,000; active = well fitted curve in either direction with a large enough effect; inconclusive = small, poorly fitted or top-dose-only effect; note: % is set by controls: 0 for no effect and ±100 for the full control effect
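Human TRb ligand-binding domain at 0.6 uM with 20 nM Texas Red SRC2 peptide in Tris buffer containing 1 uM T3 and 5% DMSO, incubated with compound 5 h at ambient temperature. Total fluorescence (555/632 nm) calculated as parallel + 2 × perpendicular.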
Tau fibril FP: blocks human tau fibril formation measured by polarization. K18 P301L tau heparin fibrillization, Alexa594 FP, 6 h. P10636. hit rate 0.39% among 280,000. AID 1468. Potency, µM (doses to about 57.7 µM), inactives show at the top dose activity, negative = inhibition, most hits filed as inhibitors; note: % is set by controls: 0 for no effect and ±100 for the full control effect; nearly all actives have a fitted effect of over 55% in size
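Steps: dispense K18 P301L tau (15 uM plus 0.24 uM Alexa 594 tracer, final) in pH 7 sodium acetate; add compound; add heparin (20 uM final); incubate 6 hr, 37 C; add ThT (30 uM final); after 1 hr ambient, read FP.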
L3MBTL1 inh: L3MBTL1 (human) inhibition | Potency, µM (doses to about 57.1 µM), for the others: at the top dose activity, negative = inhibition, most hits filed as inhibitors | AID 485360 | AlphaScreen L3MBTL1–H3K9me1 peptide binding | Q9Y468 | hit rate 0.66% among 230,000; note: % is set by controls: 0 for no effect and ±100 for the full control effect; nearly all actives have a fitted effect of over 60% in size
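L3MBTL1 50 nM + b-AHA-H3(1-15)K9me1 75 nM, 30 min RT; compound added, 30 min RT; streptavidin donor/Ni-chelate acceptor beads 10 ug/mL each final, 30 min RT dark; AlphaScreen read.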
RECQ1 helicase: blocks DNA unwinding by human RECQ1. RECQ1 DNA unwinding, red fluorescence kinetic read. Potency, µM (series often up to 57.3 µM), inactives show at the highest dose activity, negative = inhibition, actives largely listed as inhibitors. P46063. hit rate 0.54% among 240,000;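 note: plate controls were vehicle for no effect and no enzyme for full effect; nearly all actives have a fitted effect of over 30% in size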
Target sequence (P46063 whole entry, looked up): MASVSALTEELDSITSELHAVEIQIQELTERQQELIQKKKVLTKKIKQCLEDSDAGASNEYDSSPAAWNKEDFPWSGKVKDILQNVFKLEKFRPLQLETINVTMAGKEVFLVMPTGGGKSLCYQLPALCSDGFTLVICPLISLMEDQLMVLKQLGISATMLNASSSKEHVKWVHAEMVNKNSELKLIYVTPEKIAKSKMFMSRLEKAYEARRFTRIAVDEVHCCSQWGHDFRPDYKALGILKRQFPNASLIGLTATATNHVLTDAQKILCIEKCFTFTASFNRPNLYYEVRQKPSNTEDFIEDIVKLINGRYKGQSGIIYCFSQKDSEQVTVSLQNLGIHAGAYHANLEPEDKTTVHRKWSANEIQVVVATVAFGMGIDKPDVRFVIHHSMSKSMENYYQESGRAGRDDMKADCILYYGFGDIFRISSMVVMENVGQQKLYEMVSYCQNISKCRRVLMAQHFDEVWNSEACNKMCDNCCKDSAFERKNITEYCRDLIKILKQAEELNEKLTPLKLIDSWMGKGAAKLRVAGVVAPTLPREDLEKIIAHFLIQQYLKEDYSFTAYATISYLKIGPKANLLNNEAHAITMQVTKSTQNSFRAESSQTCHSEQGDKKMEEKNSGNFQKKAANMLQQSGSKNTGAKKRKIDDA
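RECQ1T1 50 nM; forked duplex (20 bp + 30-nt ss tails) 200 nM, ATP 2 mM final; pH 8.0, 2 mM MgCl2, 2.5 ug/ml poly(dI-dC); 15 min compound preincubation; discontinuous kinetic read over 2 h at RT.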
Tau fluor cs: counter-screen for tau fibril formation inhibitors; Potency, µM (highest dose often 57.7 µM), inactives show top-dose activity change, negative = decrease; hit rate 0.93% among 280,000; AID 1463; tau K18 P301L Alexa594 fluorescence, heparin fibrillization; note: % is set by controls: 0 for no effect and ±100 for the full control effect; nearly all actives have a fitted effect of over 55% in size
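Human tau K18 P301L (15 uM unlabeled, 0.24 uM Alexa 594-labeled) in 100 mM sodium acetate pH 7 with 20 uM heparin, 6 hr at 37 C. ThT 30 uM added, 1 hr ambient; Alexa 594 FP and total fluorescence read at 555/632 nm.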
TRb-SRC2 inh: TRbeta-SRC2 interaction inhibition | Potency, µM (highest dose often 106 µM), without a hit: top-dose activity change, negative = inhibition, actives largely listed as inhibitors | TRbeta-SRC2 peptide binding, fluorescence polarization; receptor liganded with 1 µM T3 | hit rate 0.065% among 280,000;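 note: plate controls were bound peptide for no effect and peptide without receptor for full effect; nearly all actives have a fitted effect of over 50% in size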
Target sequence (P10828 whole entry, looked up): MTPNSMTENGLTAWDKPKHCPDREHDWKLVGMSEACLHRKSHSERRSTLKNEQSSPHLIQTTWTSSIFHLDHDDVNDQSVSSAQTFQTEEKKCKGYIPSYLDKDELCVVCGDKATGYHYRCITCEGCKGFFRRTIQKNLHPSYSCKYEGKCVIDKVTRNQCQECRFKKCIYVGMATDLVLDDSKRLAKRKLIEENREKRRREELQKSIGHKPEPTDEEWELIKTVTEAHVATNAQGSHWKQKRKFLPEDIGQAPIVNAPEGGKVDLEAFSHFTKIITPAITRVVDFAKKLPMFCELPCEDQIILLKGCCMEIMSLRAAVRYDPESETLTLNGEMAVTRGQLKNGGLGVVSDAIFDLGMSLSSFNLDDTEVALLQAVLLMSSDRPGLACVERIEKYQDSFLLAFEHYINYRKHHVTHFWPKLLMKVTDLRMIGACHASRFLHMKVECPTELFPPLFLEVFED
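Fluorescence polarization of 20 nM Texas Red SRC2 peptide with 0.6 uM human TRb ligand-binding domain, in Tris buffer with 1uM T3 and 5% DMSO. Incubated 5 hr ambient; normalized to unbound and bound controls.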
Numbers without * were called inactive; i = inactive; ? = inconclusive; nt = no result given; & = joins results of further samples; [ ] = remark or other dose. Unless noted, calls come from the whole dose curve; as a rule, active = well fitted curve in the direction sought with a large enough effect; inconclusive = small, poorly fitted or top-dose-only effect, or another doubt; inactive = no such curve, though single readings can be large; an effect the other way counts as inactive or inconclusive. Potency is the fitted concentration of half-maximal effect.

SMILES | HTT cytoprotect | Tau fibril ThT | TexasRed fluor | Tau fibril FP | L3MBTL1 inh | RECQ1 helicase | Tau fluor cs | TRb-SRC2 inh
COc1ccc(N2CCN(C(c3cccs3)c3nnnn3C3CCCC3)CC2)cc1 (stereo unspecified) | -8%[10 µM] | ? | -5% | 11% | nt | -9% | -30% | -8%
COc1cccc(-n2c(SCC(=O)Nc3cc(C)ccc3C)nc3c(oc4ccccc43)c2=O)c1 | nt | 2% | -16% | -17% | nt | nt | -3% | 2%
CCOC(=O)CC(=O)N/N=C/c1c(N)n(C)c(=O)n(C)c1=O | 4% | -2% | 0% | -5% | nt | -15% | -7% | 2%
C=CCSc1nccc(=O)[nH]1 | nt | 6% | -1% | -2% | 1% | -3% | 6% | 3%
O=C(CNC(=S)NC(=O)c1ccc(Br)o1)c1ccccc1 | 30%[0.074 µM] | -2% | 1% | -14% | 2% | -5% | -3% | 1%
Cc1c(C(=O)NCc2cccnc2)oc2ccc(S(=O)(=O)N3CCCCC3)cc12 | -1%[10 µM] | -11% | 1% | -2% | -12% | i | -13% | -7%
Cc1ccc(O)c(NC(=S)NC(=O)/C=C/c2ccco2)c1 | nt | -10% | 1% | 0% | 9% | i | 8% | -6%
CCOc1ccc2nc(N3CCCC(C(=O)Nc4cccc(Cl)c4C)C3)sc2c1 (stereo unspecified) | nt | ? | 6% | 5% | nt | nt | -25% | 4%
Cc1ccsc1CCN1C(=O)N(c2ccccc2)C(=O)C1CC(=O)Nc1ccc(Cl)cc1 (stereo unspecified) | nt | 7% | -1% | ? | nt | nt | ? | 5%
CCOC(=O)N1CCc2c(sc3c2c(=O)n(CCc2ccccc2)c(=O)n3CC(=O)Nc2cccc(C)c2)C1 | nt | 1% | 0% | ? | nt | nt | ? | -7%
CCCCCCCN(C(=O)CCl)c1ccccc1C | 5%[10 µM] | -9% | 3% | 12% | 8% | -1% | -1% | 1%
CC(C)c1ccc(N2C(=O)CC(Sc3nc4ccccc4o3)C2=O)cc1 (stereo unspecified) | -148%[inhibitor] | ? | -2% | 0% | -6% | -3% | -27% | 2%
CC1CN(C(=O)c2ccc3c(c2)OCO3)OC(c2ccccc2)O1 (stereo unspecified) | -1% | -2% | -2% | -2% | -4% | i | -4% | -1%
O=[N+]([O-])c1ccc(Nc2ccc(Cl)cc2)nc1 | 24%[10 µM] | -6% | -4% | -3% | 4% | -1% | -6% | -3%
O=C(NCCc1c[nH]c2ccccc12)/C(=C\c1cccnc1)NC(=O)c1ccco1 | nt | -6% | -2% | 1% | ? | -1% | -8% | -2%
Cc1ccccc1-c1nn(-c2ccc(F)cc2F)cc1CNC1CC1 | -13%[10 µM] | -4% | -2% | -8% | -3% | i | 0% | 7%
COc1ccccc1CNC(=O)Cc1csc2nc(-c3ccc(Cl)cc3)cn12 | nt | 4% | -18% | 4% | nt | nt | 0% | -2%
CSC1=N/C(=C/c2cccnc2)C(=O)N1Cc1ccccc1 | 4%[10 µM] | ? | -4% | -4% | 18% | -6% | -21% | 3%
COc1c(/C=N/Nc2nc(N3CCCCC3)nc(N3CCCCC3)n2)cccc1[N+](=O)[O-] | -15% | -8% | 2% | 1% | -3% | -1% | -15% | 0%
CCCC(=O)NC(c1ccccc1OC)c1ccc2cccnc2c1O (stereo unspecified) | -73%[inhibitor][10 µM] | -10% | -2% | 14% | ? | -9% | -11% | 0%
Cc1c(CN(C)C)c2c(n1Cc1ccccc1)C(=O)c1ccc(Br)cc1-2 | -75%[inhibitor] | 16µM* | -4% | 13% | nt | -15% | ? | 7%
CCCCNC(=O)C(=O)NCc1ccncc1 | 13%[10 µM] | -3% | -1% | -4% | 1% | -9% | -4% | 3%
NNC(=O)c1ccc(CN2C(=O)c3cccc4cccc2c34)cc1 | 4% | -8% | -1% | 4% | 28% | -4% | -2% | -5%
CN(c1ccc(OCC(=O)OCC(=O)c2c(N)n(C)c(=O)n(C)c2=O)cc1)S(=O)(=O)c1ccc2ccccc2c1 | nt | 2% | -1% | ? | 4% | i | -25% | -8%
c1ccc(Cn2ccnc2-c2ccco2)cc1 | -15% | -5% | -1% | -1% | -10% | -4% | 4% | -11%

(cont.)
SMILES | HTT cytoprotect | Tau fibril ThT | TexasRed fluor | Tau fibril FP | L3MBTL1 inh | RECQ1 helicase | Tau fluor cs | TRb-SRC2 inh
CCN(CC)c1ccc(/C=N/NC(=O)Nc2nonc2N)cc1 | nt | ? | -7% | 9% | -5% | -5% | ? | 0%
CC(=O)Nc1ccc(S(=O)(=O)N2CCc3nc(COc4ccccc4)c4c(c3C2)CO[C@@H](C)C4)cc1 | -17%[10 µM] | -1%[11.5 µM] | -7%[11.2 µM] | -2%[11.6 µM] | nt | i[11.5 µM] | -3%[11.6 µM] | 1%[11.2 µM]
CC(=O)c1cc(O)c2ccccc2c1O | 6%[10 µM] | 28µM* | -7% | ? | -27% | -6% | ? | 3%
COc1ccc(C2C=C(c3ccc(F)cc3)NC(=S)N2)cc1OC (stereo unspecified) | 6% | -12% | -3% | -5% | -12% | i | -7% | -2%
Cc1cc(C(=O)NNS(=O)(=O)c2cccc(Cl)c2)nn1C(C)(C)C | -9%[10 µM] | -11% | 1% | 1% | -1% | -2% | -19% | -3%
Cc1[nH]c(=O)c(C(=O)c2cc(Cl)ccc2O)cc1C(=O)O | nt | 0% | -1% | -9% | 0% | 14% | 0% | 2%
Cc1ccc(Cn2nc(C)c(NC(=O)CSc3nc4c(c(C(F)(F)F)n3)CCc3ccccc3-4)c2C)cc1 | 14%[10 µM] | 5% | 1% | -4% | 10% | -11% | -3% | 1%
COc1ccc(CCNC(=O)COc2ccc(S(=O)(=O)N3CCOCC3)cc2)cc1 | 12%[10 µM] | -5% | 0% | -6% | 2% | i | 0% | 0%
O=C(Cc1c(F)cccc1Cl)N1CCOCC1 | -6% | 4% | -1% | 2% | 5% | i | 3% | -7%
Nc1nonc1C(=O)NCCc1ccccc1 | -6% | -11% | 0% | -3% | nt | -8% | -11% | 3%
CC(C)(CO)N1CCN(C(=S)Nc2ccccc2)CC1 | 15%&-2%[10 µM] | 2% | -3% | 6% | nt | 20% | 9% | 0%
COC(=O)C[C@H](NC(=O)[C@H](C)NC(=O)[C@@H](NC(=O)OCc1ccccc1)C(C)C)C(=O)CF | nt | -3% | 0% | -2% | nt | -15% | 3% | -1%
CCOCCCNc1nc2c(C)cccn2c(=O)c1/C=C1\SC(=S)N(CC(C)C)C1=O | -9% | -14% | -2% | 2% | -2% | -2% | -9% | -2%
Cc1ccc([N+](=O)[O-])cc1NC(=O)C1CCN(S(C)(=O)=O)CC1 | 31%[0.074 µM] | 1% | -1% | -1% | -10% | 0% | -3% | 4%
CN(CC(=O)NCC1CCCO1)S(=O)(=O)c1cc(Cl)ccc1Cl (stereo unspecified) | -15% | -3% | -3% | 8% | nt | 0% | -7% | 4%
CCN(C(=O)CSc1nc(-c2ccc(C(C)C)cc2)no1)c1ccccc1 | nt | -14% | -2% | -2% | nt | nt | -15% | 0%
O=S(=O)(c1ccccc1)N1CCCC1c1nc2ccccc2s1 (stereo unspecified) | 14% | -14% | -4% | -3% | 2% | -2% | -14% | 12%
Cc1cccc(-c2noc(-c3ccc(N4CCOCC4)c([N+](=O)[O-])c3)n2)c1 | nt | 4% | 0% | -7% | nt | nt | 4% | -4%
N/C(=N\OC(=O)Cc1cccs1)c1ccc(Br)cc1 | -7%[10 µM] | -5% | 0%[53 µM] | -5% | 76%[activator] | -1% | -15% | -3%[53 µM]
Cc1cc(NC(=O)C23CC4CC(C2)CC(n2cnc([N+](=O)[O-])n2)(C4)C3)no1 | -29% | -10% | -5% | 10% | 60%[activator] | 20% | -7% | -7%
O=[N+]([O-])c1ccccc1Sc1nccn1Cc1ccccc1 | 9%[10 µM] | 9% | 0% | -2% | -5% | -1% | 5% | 7%
O=C(CC1S/C(=N/N=C/c2cccs2)NC1=O)Nc1ccc(Cl)c(Cl)c1 (stereo unspecified) | -15%[10 µM] | 14% | -5% | ? | -18% | -7% | ? | -6%
N#CC1=C(N)OC2=C(C(=O)CCC2)C1C1CC=CCC1 (stereo unspecified) | -3% | 7% | -2% | 0% | nt | -5% | 1% | 3%
Cc1ccc2nc(NCC(=O)NN)nc(-c3ccccc3)c2c1 | 7%[10 µM] | -6% | 1% | -5% | 12% | -2% | 4% | -3%
Cc1c(Br)c([N+](=O)[O-])nn1CC(=O)Nc1cccc2nonc12 | nt | ? | -3% | -3% | -2% | -8% | -21% | -5%

Other structures follow.
SMILES | HTT cytoprotect | Tau fibril ThT | TexasRed fluor | Tau fibril FP | L3MBTL1 inh | RECQ1 helicase | Tau fluor cs | TRb-SRC2 inh
CCC(C)C(NC(=O)OC(C)(C)C)C(=O)NC(CC(C)C)C(N)=O (stereo unspecified) | -7%[10 µM] | 8% | -3% | 3% | 0% | -14% | 5% | -9%
COCCNCC(=O)N1CCCCCC1 | -22% | 0% | -1% | 4% | ? | -2% | -1% | 6%
COc1ccc(NC(=O)Nc2ccc(OC)cc2)cc1 | -3% | -12% | -2% | 8% | nt | -17% | -13% | -6%
COc1cc(OC)nc(N/N=C(\c2ccccc2)c2ccncc2)n1 | nt | -10% | -1% | -1% | 0% | -10% | 2% | 0%
CCOC(=O)CC1=C(C(=O)OCC)C(c2ccncc2)C(C#N)=C(N)O1 (stereo unspecified) | -10% | -18% | -5% | 1% | 3% | -5% | -12% | 0%
CC(C)(C)c1nc2ccccc2c2nnc(SCC(=O)Nc3nccs3)n12 | -23% | -1% | -2% | -9% | 2% | -2% | -2% | -12%

Structures from the list above that have a cyano group, in the order listed:
SMILES | HTT cytoprotect | Tau fibril ThT | TexasRed fluor | Tau fibril FP | L3MBTL1 inh | RECQ1 helicase | Tau fluor cs | TRb-SRC2 inh
N#CC1=C(N)OC2=C(C(=O)CCC2)C1C1CC=CCC1 (stereo unspecified) | -3% | 7% | -2% | 0% | nt | -5% | 1% | 3%
CCOC(=O)CC1=C(C(=O)OCC)C(c2ccncc2)C(C#N)=C(N)O1 (stereo unspecified) | -10% | -18% | -5% | 1% | 3% | -5% | -12% | 0%

Some of the compounds tested, so the mix of outcomes need not match the whole.
